Compound activity as filed in PubChem BioAssay.
ALOX12 inh = blocks human arachidonate 12S-lipoxygenase | actives 1.1% (n = 580,000) | Potency, µM (top dose mostly 108 µM), without a hit: at the top dose activity change, negative = inhibition, usual class: inhibitors | AID 1671190 | purified 12hLO, xylenol orange hydroperoxide absorbance; active means well fitted inhibition curve with a large enough effect; inconclusive means small, poorly fitted or top-dose-only effect, or another doubt; inactive means no such curve, though single readings can be large or run the other way; further: potency means the concentration at half of the fitted maximal effect
Target sequence (P18054 whole entry, looked up): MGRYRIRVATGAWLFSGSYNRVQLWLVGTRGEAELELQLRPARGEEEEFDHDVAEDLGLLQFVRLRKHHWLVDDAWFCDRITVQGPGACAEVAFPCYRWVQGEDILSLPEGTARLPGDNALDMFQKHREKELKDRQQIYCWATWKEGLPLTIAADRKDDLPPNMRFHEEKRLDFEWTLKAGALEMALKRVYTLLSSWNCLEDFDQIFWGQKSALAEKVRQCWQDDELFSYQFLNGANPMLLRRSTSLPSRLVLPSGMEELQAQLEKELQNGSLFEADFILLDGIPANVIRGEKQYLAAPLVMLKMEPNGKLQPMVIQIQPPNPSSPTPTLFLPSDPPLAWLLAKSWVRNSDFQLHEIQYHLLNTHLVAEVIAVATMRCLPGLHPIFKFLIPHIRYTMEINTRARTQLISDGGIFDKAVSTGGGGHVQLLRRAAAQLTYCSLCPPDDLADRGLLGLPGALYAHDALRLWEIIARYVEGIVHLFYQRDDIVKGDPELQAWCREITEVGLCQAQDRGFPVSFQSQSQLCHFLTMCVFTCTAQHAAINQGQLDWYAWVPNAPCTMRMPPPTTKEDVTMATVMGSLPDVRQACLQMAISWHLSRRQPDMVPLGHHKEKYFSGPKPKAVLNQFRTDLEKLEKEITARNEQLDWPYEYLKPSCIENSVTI
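Purified human 12hLO (150 nM final) in 25 mM Hepes, 0.01% Triton X-100, pH 7.0 was preincubated 15 min at room temperature with compound. Then 40 uM arachidonic acid was added, 30 min. Hydroperoxide was read by Fe-XO absorbance ratio 573/405 nm.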
LDHA block = LDHA (human) enzyme inhibition | P00338 | purified LDHA, NADH/diaphorase-resazurin fluorescence; active compounds read low | activity change, % (values are at about 110 or 230 µM) | actives 0.15% (n = 480,000); in the data active means activity change below about -30%; inconclusive means mostly about -25% to -30%;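 further: plate controls were DMSO wells for no effect and wells without enzyme for full effect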
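Enzyme activity of human lactate dehydrogenase 5 (2 nM; 0.06 mM NADH, 0.2 mM pyruvate, 5 min, RT) is measured via a resazurin/diaphorase fluorescence readout of residual NADH.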
Active calls of the source: *; u = inconclusive; [ ] = remark or other dose. Unless noted, on the % scale 0 is the no-effect control and ±100 the full control effect. Some of the compounds tested; the hit share may differ from the screen's.

SMILES	ALOX12 inh	LDHA block
CC(=O)c1cccc(NC(=O)CC2C=CCC2)c1 (stereo unspecified)	-4%	0
O=C(O)C1=CC(/C=C/c2ccccc2)n2ncc(C(=O)Nc3ccccc3Cl)c2N1 (stereo unspecified)	u	2
CN1CCN(C(=O)CSc2nc3ccccc3o2)CC1	-11%	0
OC1CCN(Cc2nc(-c3ccc(Cl)cc3)no2)CC1	-12%	-2
Cc1ccc(NC(=O)Cn2nc(-c3ccco3)ccc2=O)cc1	u	7
CC(Nc1cccc(CO)c1)c1nc2scc(-c3cccs3)c2c(=O)[nH]1 (stereo unspecified)	0%	20
COc1ccccc1Cc1nnc(NC(=O)c2c(OC)cccc2OC)s1	-4%	2
Cc1ccccc1C(=O)Nc1cccc(-c2nc3ccccc3o2)c1	-9%	-3
Cc1ccc(C)c(N(C)C(=O)Cn2nc(Cc3ccncc3)c3ccccc3c2=O)c1	-2%	-11
Cc1ccc(C(CNC(=O)c2cc(=O)c3ccc(C)c(C)c3o2)N2CCCC2)o1 (stereo unspecified)	9%	-20
CCOC(=O)C(NC(=O)/C=C/c1cc(Cl)c(OCC)c(OC)c1)C(=O)OCC	6%	2
O=C(CSc1nnc(-c2ccc(Cl)cc2)n1CC1CCCO1)Nc1ccc2c(c1)OCO2 (stereo unspecified)	u	7
CN(Cc1cccc(C#N)c1)C(=O)Cc1cccs1	u	-4
O=C(O)C(c1c[nH]c2ccccc12)N1CCN(c2cccc(Cl)c2)CC1 (stereo unspecified)	u	6
O=C(Nc1ccnn1Cc1cccs1)c1cccc(S(=O)(=O)N2CCCC2)c1	22%	6
CN(Cc1ccsc1)C(=O)c1ccc(-c2ccccc2)cc1	-26%	-4
CCNCc1ccc(O)c(OCC)c1	u	-4
CCOc1ccc(C(=O)Nc2ccccn2)c(OCC)c1	4%	2
CC(NC(=O)c1cc(-c2ccccn2)nc2ccccc12)c1ccccc1 (stereo unspecified)	-27%	-2
CC(c1ccc(F)cc1)N1CCN(c2oc(C3CC3)nc2C#N)CC1 (stereo unspecified)	-1%	-2

In another format: 2 of the compounds above
ALOX12 inh	LDHA block	Structure
-11%	0	CN1CCN(C(=O)CSc2nc3ccccc3o2)CC1
-12%	-2	OC1CCN(Cc2nc(-c3ccc(Cl)cc3)no2)CC1

(listing goes on)
SMILES	ALOX12 inh	LDHA block
O=C(c1ccccc1F)N1N=C(c2ccsc2)CC1c1ccc2nccnc2c1 (stereo unspecified)	16%	-11
COc1cc2cc(C(=O)N[C@@H](C)C(=O)Nc3ccc4c(c3)OCO4)[nH]c2c(OC)c1OC	u	3
CN(C)C(=O)c1ccc(NC(=O)CN2CCCC2c2ccc(Cl)cc2)cc1 (stereo unspecified)	u	4
C=CCN(C(=O)CN1CCC(CN2CCOCC2)CC1)c1ccccc1	6%	1
O=C(Nc1nc(-c2cc3ccccc3oc2=O)cs1)c1ccccc1	11%	-12
COC(=O)c1ccc(C2C(c3ccc(C)cc3)=C(O)C(=O)N2CCc2ccc(OC)c(OC)c2)cc1 (stereo unspecified)	u	11
CC(NC(=O)Cn1c(=O)c2c(ncn2C)n(C)c1=O)c1ccc(Cl)c(Cl)c1 (stereo unspecified)	u	3
O=C(CCn1nc(-c2ccccc2)c2ccccc2c1=O)Nc1cccc(Cl)c1	-28%	-8
O=Cc1cc(Cc2ccccc2Cl)ccc1O	u	-1
O=C(COc1ccc(F)cc1)Nc1cccc2cccnc12	4%	0
O=C1CCC[C@@H]2C=C[C@H](c3ccc(Br)cc3)[C@H]3CCN1[C@@H]32	0%	-7
CCOC(=O)[C@]12CCC=C1N(Cc1ccccc1)C(=O)[C@H](CC(=O)N1CCSCC1)C2	-4%	-5
CCOC(=O)C(O)(c1ccc(N(C)C(=O)Nc2ccc(Cl)c(Cl)c2)cc1)C(F)(F)F (stereo unspecified)	-22%	5
O=C(c1cc(Cl)ccc1Cl)N1CCN(C(=O)c2cc(Cl)ccc2Cl)CC1	0%	10
COc1ccc(CC(=O)NCc2nnc3ccccn23)cc1	-5%	2
CCOc1ccccc1OCC(=O)N(Cc1nc2ccccc2c(=O)[nH]1)CC1CCCO1 (stereo unspecified)	u	6
CN(Cc1ccccc1)C(=O)CNC(=O)NCc1ccccc1	11%	-21
Cc1ccsc1CNC(=O)c1cccnc1	-19%	-4
CC(=O)Nc1cccc(NC(=O)c2nn(-c3ccc(F)c(F)c3)c3c2CCC3)c1	u	5
O=C1CCCC2=C1C(c1cccc(OCc3ccc(Cl)cc3)c1)C1=C(CCCC1=O)O2	u	16
Cc1ccc(-c2n[nH]c(=O)c3ccccc23)cc1S(=O)(=O)NC1CCCCC1	2%	1
O=C(Nc1nn(Cc2ccc(Cl)cc2Cl)cc1Cl)c1nc2ncccn2n1	u	9
Cn1c(CCn2ccccc2=O)nc2cc(NS(=O)(=O)c3ccc(Cl)cc3)ccc21	u	-15
COc1ccc(Cn2c(C)c(CNCc3cc(OC)c(OC)c(OC)c3)c(C(=O)O)c2C)cc1	u	-5
Cc1ccc2c(COC(=O)c3cc(S(=O)(=O)N4CCOCC4)ccc3C)cc(=O)oc2c1	2%	11
COc1cccc(Cn2c(NCC(C)O)nc3c2c(=O)n(C)c(=O)n3C)c1 (stereo unspecified)	11%	-3
CCCCSc1nnc(COc2ccc(Cl)cc2)n1C	-9%	-19
N#Cc1ccccc1COC(=O)C(c1ccccc1)c1ccccc1	1%	-3
CC(C)(C)c1ccc(S(=O)(=O)[C@H]2CS(=O)(=O)C[C@@H]2N2CCN(c3ncccn3)CC2)cc1	9%	1
CCC1CCc2sc(C(=O)NCc3cccs3)cc2C1 (stereo unspecified)	u	-1
CCn1nc(C(=O)N(C)CCOc2ccccc2C)c2ccccc2c1=O	2%	-2
COc1ccccc1NC(=O)COC(=O)CCS(=O)(=O)c1ccc(C)c(C)c1	6%	0
O=C(c1cccc(C(F)(F)F)c1)N1CCN(C/C=C/c2ccccc2)CC1	u	10
Cc1ccc(-c2csc(/C=C/c3cccc(C(F)(F)F)c3)n2)cc1	-22%	14
O=C(c1cc(=O)c2cc(Cl)ccc2o1)N(Cc1cccs1)c1ccccn1	-19%	8
CCCCCCCCN1C(=O)[C@H](CC(=O)NCCC(C)C)C[C@@]2(C(=O)OC)CC(C)(C)CC=C12	-27%	-8
CCOc1ccc(S(=O)(=O)N2CCCCC2)cc1NC(=O)Cc1n[nH]c(=O)c2ccccc12	u	-9
CC(Sc1ccc(Br)cc1)C(=O)NC(N)=O (stereo unspecified)	-12%	3
O=C1CC(c2ccc(OCc3ccc(Cl)cc3)cc2)c2c(nc(-c3ccccc3)[nH]c2=O)N1 (stereo unspecified)	32%	2
CC(=O)Nc1ccc(C)cc1S(=O)(=O)n1cc2c(=O)n(C)c(=O)n(C)c2n1	-4%	-1

A second format for part of the listing above.
Below each SMILES – ALOX12 inh | LDHA block
O=C1CCCC2=C1C(c1cccc(OCc3ccc(Cl)cc3)c1)C1=C(CCCC1=O)O2
  u | 16
Cc1ccc(-c2n[nH]c(=O)c3ccccc23)cc1S(=O)(=O)NC1CCCCC1
  2% | 1
O=C(Nc1nn(Cc2ccc(Cl)cc2Cl)cc1Cl)c1nc2ncccn2n1
  u | 9
Cn1c(CCn2ccccc2=O)nc2cc(NS(=O)(=O)c3ccc(Cl)cc3)ccc21
  u | -15
COc1ccc(Cn2c(C)c(CNCc3cc(OC)c(OC)c(OC)c3)c(C(=O)O)c2C)cc1
  u | -5
Cc1ccc2c(COC(=O)c3cc(S(=O)(=O)N4CCOCC4)ccc3C)cc(=O)oc2c1
  2% | 11
COc1cccc(Cn2c(NCC(C)O)nc3c2c(=O)n(C)c(=O)n3C)c1 (stereo unspecified)
  11% | -3
CCCCSc1nnc(COc2ccc(Cl)cc2)n1C
  -9% | -19
N#Cc1ccccc1COC(=O)C(c1ccccc1)c1ccccc1
  1% | -3
CC(C)(C)c1ccc(S(=O)(=O)[C@H]2CS(=O)(=O)C[C@@H]2N2CCN(c3ncccn3)CC2)cc1
  9% | 1
CCC1CCc2sc(C(=O)NCc3cccs3)cc2C1 (stereo unspecified)
  u | -1
CCn1nc(C(=O)N(C)CCOc2ccccc2C)c2ccccc2c1=O
  2% | -2
COc1ccccc1NC(=O)COC(=O)CCS(=O)(=O)c1ccc(C)c(C)c1
  6% | 0
O=C(c1cccc(C(F)(F)F)c1)N1CCN(C/C=C/c2ccccc2)CC1
  u | 10
Cc1ccc(-c2csc(/C=C/c3cccc(C(F)(F)F)c3)n2)cc1
  -22% | 14
O=C(c1cc(=O)c2cc(Cl)ccc2o1)N(Cc1cccs1)c1ccccn1
  -19% | 8
CCCCCCCCN1C(=O)[C@H](CC(=O)NCCC(C)C)C[C@@]2(C(=O)OC)CC(C)(C)CC=C12
  -27% | -8
CCOc1ccc(S(=O)(=O)N2CCCCC2)cc1NC(=O)Cc1n[nH]c(=O)c2ccccc12
  u | -9

The list continues:
SMILES	ALOX12 inh	LDHA block
N#Cc1ccccc1O	u	-1
Cc1ccccc1NC(=O)C(C)N1CCC(C(=O)NCc2ccccc2)CC1 (stereo unspecified)	12%	-19
O=C(NC1CCCC(C(F)(F)F)C1)c1ccsc1 (stereo unspecified)	-2%	11
Cn1c(C(=O)N2CCN(C(=O)c3cccc(F)c3)CC2)cc2ccccc21	-25%	-3
Cc1ccc(CN(C(=O)c2ccc(C(N)=O)s2)C2CC2)o1	u	5
O=C(c1cccc(F)c1)N1CCN(c2cn[nH]c(=O)c2Cl)CC1	-20%	-1
CCC(C(=O)NCCc1ccccn1)c1ccccc1 (stereo unspecified)	32%[activator]	6
COc1cccc2cc(-c3cn4ccccc4n3)c(=O)oc12	u	17
CC(=O)NCc1ccc(C(=O)CSc2nnc(C3CC3)n2Cc2ccccc2)cc1	-4%	3
CCOc1ccc(NC(=O)Cn2c(=O)n(C)c(=O)c3sc(N4CCCC4)nc32)cc1	u	1
COc1ccc(/C=C/C(=O)c2cc(C)ccc2OC(=O)c2cccs2)cc1OC	u	-5
CC(=O)Nc1ccc(CNC(=O)C2CCC(C(C)(C)C)CC2)cc1 (stereo unspecified)	16%	0
COc1cccc(C(=O)COC(=O)C(CC(=O)c2ccccc2)Nc2ccc(F)cc2)c1 (stereo unspecified)	-23%	-23
O=C(CSc1n[nH]c(-c2ccc(Br)cc2)n1)c1cc(F)ccc1F	32µM*	2
Cc1ccccc1OCC(=O)Nc1c(C(=O)c2ccc3c(c2)OCCO3)oc2ccccc12	16%	-9
Cc1ccc(S(=O)(=O)C(C#N)c2nc3ccccc3nc2N(C)C)cc1 (stereo unspecified)	u	1
COc1ccc(-c2csc(/C(C#N)=C/c3ccccc3C(F)(F)F)n2)cc1OC	1%	4
Cc1cccc(NC(=O)COc2cccc(/C=N/O)c2)c1C	u	1
N#Cc1c(N2CCN(C(=O)C(=O)N3CCOCC3)CC2)nc(-c2ccccc2)c2c1CCCC2	u	-8
O=C(CSC1CCCCC1)c1ccccc1Br	35µM*	12
O=C(NCc1ccccc1)C(c1ccc(-c2ccccc2)cc1)N1CCN(C(=O)C2CCCO2)CC1 (stereo unspecified)	10%	-5
Fc1ccc(CSc2cccc3cccnc23)cc1	2%	-9
COc1ccc(-c2nc(Cn3nc(C)c4c(C)onc4c3=O)c(C)o2)cc1	-7%	-5
O=C(NC(c1ccccc1)C1CC1)c1ccoc1 (stereo unspecified)	4%	-5
Cc1ccc(CNCc2cccs2)s1	-20%	0
Cc1ccc(-c2nc(C#N)c(NCCCN(C)C)o2)cc1	-26%	-23
CN1C(=O)[C@@](O)(CC(=O)c2ccccc2)c2cc(Br)ccc21	0%	4
NS(=O)(=O)c1ccc(N/N=C/c2ccccc2Br)c([N+](=O)[O-])c1	-1%	0
CC(=O)Oc1ccc2c(C)c(CC(=O)Nc3ncc(C)s3)c(=O)oc2c1	1%	-9
CCCCCCCNC(=O)CCC(=O)NCCOC	-11%	4
O=C(OCn1nnc2ccccc2c1=O)c1ccc(S(=O)(=O)N2CCCc3ccccc32)cc1	32%[activator]	-4
Nc1nc(SCC(=O)NCc2ccc(Cl)cc2)n[nH]1	-5%	-1
Cn1ccnc1C(NC(=O)c1nn(C)c(=O)c2ccccc12)c1ccc(Cl)cc1 (stereo unspecified)	u	-5
N#Cc1ccc(C(=O)NC2CCCCC2C(F)(F)F)cc1 (stereo unspecified)	-22%	-4
Cc1[nH]c2c(C(=O)NC3CCCC3)cccc2c1C	-4%	3
CCCCn1nc(C(=O)Nc2nc3c(s2)CCCCC3)c2ccccc2c1=O	u	-1
COC(=O)[C@]12CCCCC=C1N(CCC1=CCCCC1)C(=O)[C@H](CC(=O)NCC1CCCCC1)C2	u	-3
CC(C)NC(=O)C1CC(=O)N(c2ccc(Br)cc2)C1 (stereo unspecified)	8%	-3
Cn1cnc2c1c(=O)n(CC(=O)NCc1ccc(OC(F)(F)F)cc1)c(=O)n2C	18%	-3
C/C(=N/Nc1ccccc1)C1(C)N(O)C(C)(C)C(c2ccc(C)cc2)=[N+]1[O-] (stereo unspecified)	u	7
Cc1ccc(C(=O)NNC(=O)c2c3c(nc4ccccc24)CCCC3)cc1	17%	1
N#Cc1cccc(S(=O)(=O)N2CCCCC2C(=O)N2CCCC2)c1 (stereo unspecified)	0%	-4
CC(NC(=O)c1cc(S(=O)(=O)N(C)C)ccc1Br)c1cc2ccccc2o1 (stereo unspecified)	u	1
CCCn1nc(C(=O)N2CCC(C(=O)OCC)CC2)c2ccccc2c1=O	29%	1
